Assay outcomes (PubChem)
RGS4 inh = blocks human RGS4-accelerated GTP hydrolysis. P49798. Transcreener GDP fluorescence polarization, RGS4-accelerated GTP hydrolysis. Potency, µM (highest dose often 114 µM), for the others: top-dose activity change, negative = inhibition, most hits filed as inhibitors. 390,000 compounds, 0.039% hits. AID 504845; further: potency means the concentration at half of the fitted maximal effect; on the % scale 0 is the no-effect control and ±100 the full control effect; nearly all actives have a fitted effect of over 75% in size; some results filed as inactive show a strong effect at the top dose
Target sequence (P49798 whole entry, looked up): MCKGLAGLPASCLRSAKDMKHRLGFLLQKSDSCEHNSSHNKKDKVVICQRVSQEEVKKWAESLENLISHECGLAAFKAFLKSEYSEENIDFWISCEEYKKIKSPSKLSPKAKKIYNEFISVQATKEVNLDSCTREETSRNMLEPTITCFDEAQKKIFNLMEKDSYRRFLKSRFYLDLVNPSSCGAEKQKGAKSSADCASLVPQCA
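MLSMR compounds (23 nl, pin-transferred) preincubated 10 min at room temperature with a 500nM (2x) first reagent, then RGS4 at 900nM (2x) plus Transcreener GDP mix added; fluorescence polarization (620/688 nm) read before and after 90 min at 30 °C.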
POLK inh = DNA polymerase kappa (human) inhibition; Q9UBT6; purified Pol kappa, fluorescent DNA synthesis assay, 10 min; Potency, µM (titrated, usually from 107 µM), for inactives: at the highest dose activity, negative = inhibition, usual class: inhibitors; 400,000 compounds, 0.53% hits; AID 588579; further: potency means the concentration at half of the fitted maximal effect; on the % scale 0 is the no-effect control and ±100 the full control effect
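Inhibition of 10 nM Pol kappa is measured by a fluorescent read-out at 0 and 10 min following addition of 50 nM substrate (final), with a 15-min room-temperature compound preincubation.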
Pol eta inh = inhibitors of human DNA polymerase eta; Q9Y253; AID 588591; Potency, µM (series often up to 114 µM), without a hit: top-dose activity change, negative = inhibition, most hits filed as inhibitors; 390,000 compounds, 1.2% hits; recombinant Pol eta, fluorescent DNA replication assay; further: potency means the concentration at half of the fitted maximal effect; on the % scale 0 is the no-effect control and ±100 the full control effect
Target sequence (Q9Y253 whole entry, looked up): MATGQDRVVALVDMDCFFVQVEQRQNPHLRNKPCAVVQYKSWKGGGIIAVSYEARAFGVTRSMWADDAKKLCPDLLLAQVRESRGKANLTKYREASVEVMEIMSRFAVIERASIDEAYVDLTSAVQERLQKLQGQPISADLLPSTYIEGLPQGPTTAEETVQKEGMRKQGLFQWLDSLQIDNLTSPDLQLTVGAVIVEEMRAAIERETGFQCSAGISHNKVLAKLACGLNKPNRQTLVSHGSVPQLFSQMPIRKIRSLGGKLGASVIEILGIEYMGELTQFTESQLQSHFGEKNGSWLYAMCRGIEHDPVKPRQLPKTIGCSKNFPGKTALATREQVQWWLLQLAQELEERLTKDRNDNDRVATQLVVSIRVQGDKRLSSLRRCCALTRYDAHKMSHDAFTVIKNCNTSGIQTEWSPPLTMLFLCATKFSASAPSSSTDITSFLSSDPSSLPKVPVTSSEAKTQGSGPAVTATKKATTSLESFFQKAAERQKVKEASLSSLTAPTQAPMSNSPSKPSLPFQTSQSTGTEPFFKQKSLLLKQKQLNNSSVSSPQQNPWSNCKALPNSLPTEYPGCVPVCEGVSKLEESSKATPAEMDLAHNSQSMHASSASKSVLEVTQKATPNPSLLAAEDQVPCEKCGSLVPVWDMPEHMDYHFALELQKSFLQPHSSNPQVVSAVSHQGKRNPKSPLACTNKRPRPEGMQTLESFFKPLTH
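Fluorescent replication assay: 50 nM final substrate added after a 15 min room-temperature compound preincubation with 10 nM enzyme. Signal taken at 0 min and again at 10 min.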
Anesthetic bind = binds horse apoferritin like a general anesthetic; AID 485281; 350,000 compounds, 0.074% hits; P02791; apoferritin/1-aminoanthracene competitive binding, fluorescence; Potency, µM (titrated, usually from 77.5 µM), inactives show top-dose activity change, negative = displacement, usual class: inhibitors; further: potency means the concentration at half of the fitted maximal effect; on the % scale 0 is the no-effect control and ±100 the full control effect; nearly all actives have a fitted effect of over 20% in size
Target sequence (P02791 2-175 limits assumed): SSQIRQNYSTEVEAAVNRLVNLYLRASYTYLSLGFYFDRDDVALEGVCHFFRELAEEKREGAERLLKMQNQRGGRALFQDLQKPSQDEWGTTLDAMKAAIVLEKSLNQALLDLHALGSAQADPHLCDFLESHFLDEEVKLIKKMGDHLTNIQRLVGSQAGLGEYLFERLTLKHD
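Read-out: endpoint 1-AMA fluorescence, excitation 380 nm and emission 535 nm, after compounds sit 10 min at room temperature with 10 uM horse-spleen apoferritin in 50% saturated 1-AMA/PBS. Values come from four-parameter Hill fits.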
ALOX12 inh = inhibitors of human 12S-lipoxygenase ALOX12; purified 12hLO, xylenol orange hydroperoxide absorbance; Potency, µM (titrated, usually from 108 µM), inactives show at the top dose activity change, negative = inhibition, actives largely listed as inhibitors; 580,000 compounds, 1.1% hits; AID 1671190; further: potency means the concentration at half of the fitted maximal effect; on the % scale 0 is the no-effect control and ±100 the full control effect
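Hydroperoxide product was detected by ferrous iron/xylenol orange as the 573 to 405 nm absorbance ratio. Arachidonic acid at 40 uM (final) was turned over for 30 min at room temperature by 150 nM human 12hLO, pH 7.0 Hepes buffer, after 15 min compound preincubation.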
APE1 inh = APE1 (human) endonuclease inhibition | recombinant APE1, TAMRA/BHQ-2 abasic DNA cleavage fluorescence | Potency, µM (titrated, usually from 65.8 µM), without a hit: at the top dose activity change, negative = inhibition, most hits filed as inhibitors | 350,000 compounds, 0.35% hits;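 further: potency means the concentration at half of the fitted maximal effect; plate controls were vehicle for no effect and reference inhibitor for full effect; nearly all actives have a fitted effect of over 55% in size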
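Compound pre-exposure to 0.75 nM APE1, 15 min at ambient temperature. Reaction initiated with 50 nM TAMRA/BHQ-2 THF substrate, read immediately in kinetic mode, 525 nm excitation, 598 nm emission.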
LDHA block = blocks human lactate dehydrogenase A; 480,000 compounds, 0.15% hits; purified LDHA, NADH/diaphorase-resazurin fluorescence; stronger effect = lower value; activity change, % (values are at about 110 or 230 µM); P00338; AID 1347041; in the data active means activity change below about -30%; inconclusive means mostly about -25% to -30%;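 further: plate controls were DMSO wells for no effect and wells without enzyme for full effect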
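Remaining NADH was detected by diaphorase (0.133 mg/mL) converting 37 µM resazurin to fluorescent resorufin, read at 0 and 20 minutes. The preceding 5-minute room-temperature reaction used 2 nM LDHA, 0.2 mM sodium pyruvate and 0.06 mM NADH at pH 7.4.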
POLB inh = inhibitors of human DNA polymerase beta | Potency, µM (titrated, usually from 114 µM), without a hit: top-dose activity change, negative = inhibition, most hits filed as inhibitors | Pol beta primer extension/strand displacement, fluorescence kinetic | P06746 | AID 485314 | 340,000 compounds, 1.3% hits; further: potency means the concentration at half of the fitted maximal effect; on the % scale 0 is the no-effect control and ±100 the full control effect
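Reaction started by 50 nM substrate onto compound-treated Pol beta (10 nM, 15 min preincubation, room temperature); plates read at 0 min and 10 min. Normalized concentration-effect data fitted by four-parameter Hill equation.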
ERG-DNA inh = inhibitors of human ERG Ets domain-DNA interaction; P11308; fluorescence polarization, His-ERG Ets domain / labelled DNA; Potency, µM (titrated, usually from 76.9 µM), for the others: at the highest dose FP activity, negative = inhibition, most hits filed as inhibitors; 370,000 compounds, 0.028% hits; AID 624246; active means well fitted inhibition curve with a large enough effect in the polarisation, with a control signal flat; inconclusive means small, poorly fitted or top-dose-only effect, or effect the other way, or a change in a side signal; inactive means no such curve, though single readings can be large or run the other way; the % refers to the polarisation;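 further: polarization taken with two DNA probes labelled with fluorescein and Texas red; potency means the concentration at half of the fitted maximal effect; % of control where 0% means no effect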
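His-tagged ERG Ets domain (1 uM in the protein solution; 300mM KCl, 50mM Tris-HCl, 1mM EDTA, 1mM DTT, pH 7.5) received compound, then a probe mix of 5 nM fluorescein-DNA and 100nM Texas-615-DNA. Fluorescence polarization was read for both dyes.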
* marks the source's active call; other numbers are inactive results; ? = inconclusive; . = not tested or not shown; & = joins results of further samples; [ ] = remark or other dose. Unless noted, the call rests on the fitted dose curve; in most records, active means well fitted curve in the direction sought with a large enough effect; inconclusive means small, poorly fitted or top-dose-only effect, or another doubt; inactive means no such curve, though single readings can be large; an effect the other way counts as inactive or inconclusive. Some of the compounds tested. The share of hits here may be higher or lower than overall.

No. | mol | RGS4 inh | POLK inh | Pol eta inh | Anesthetic bind | ALOX12 inh
1 | O=C(CSc1nnnn1-c1ccc(O)cc1)c1cc2ccccc2o1 | -14% | -5% | -4% | -6% | 32%[activator]
2 | COc1cc(NC(=O)Cn2c(=O)n(-c3cccc(C)c3)c(=O)c3c(C)c(C)sc32)cc(OC)c1 | -14% | -11% | -6% | -12% | 13%
3 | CCCC(c1nnnn1C(C)(C)C)N1CCN(Cc2ccccc2)CC1 (centres undefined) | 4% | 0% | -7% | -10% | ?
4 | Fc1ccccc1NC(=S)NC1CCCC1 | 7% | -5% | -3% | -6% | ?
5 | O=C(O)COc1ccccc1/C=C1\SC(=S)N(/N=C/c2ccccc2O)C1=O | ? | -28% | 22µM* | -6% | ?
6 | COc1cccc2sc(N(Cc3cccnc3)C(=O)c3ccc(S(=O)(=O)N(C)C)cc3)nc12 | -20% | -6%[60.1 µM] | 10% | 1% | ?
7 | Cc1nnsc1C(=O)Nc1ccc(Cl)cc1Cl | -10% | 2% | -6% | -20% | ?
8 | O=[N+]([O-])c1cccnc1Sc1ccc(Cl)cc1 | -24% | 3% | -17% | -3% | -2%

No. | APE1 inh | LDHA block | POLB inh | ERG-DNA inh
1 | 24% | 0 | -2% | 48%[activator]
2 | 2% | -10 | 23% | 5%
3 | -3% | -3 | -21% | -4%
4 | 5% | -11 | 13% | -3%
5 | -5% | -8 | -17% | 4%
6 | . | 1&2 | -1% | -1%
7 | -3% | -6 | ? | 6%
8 | -15% | -6 | 36% | -4%

Additional results follow:
No. | mol | RGS4 inh | POLK inh | Pol eta inh | Anesthetic bind | ALOX12 inh
9 | O=C(O)c1cccc(S(=O)(=O)NCC2CCCO2)c1 (centres undefined) | -12% | -1% | 7% | -1% | 0%
10 | COc1ccc(C(=O)COC(=O)c2c(C)noc2C)cc1Cl | -8% | 4% | -18% | . | -24%
11 | Cc1cccc(COC[C@H](Cc2ccccc2)N2CCN(C(=O)c3cccc(Cl)c3)CCC2=O)c1 | . | -12%[60.1 µM] | . | 5% | -69%
12 | CSc1ccc(CNCc2ccco2)cc1 | -17% | -10% | -21% | -13% | 0%
13 | O=C(CNC(=O)c1ccccc1)OCc1nnc(-c2ccc(Cl)cc2)o1 | 15% | -7% | 8% | -9% | -7%
14 | COc1ccc(CCN2CC(C(=O)NCc3nc4ccccc4n3C)CCC2=O)cc1 (centres undefined) | 13% | -19% | 6% | -6% | 26%
15 | O=C1CC(c2ccccc2)CC(O)=C1C=NCC1CCCO1 (centres undefined) | 27% | -1% | -8% | -5% | -1%
16 | CCOC(=O)[C@H]1[C@H]2COc3ccc(C)cc3[C@@H]2N2C(=O)c3ccccc3NC(=O)[C@@]12C | 2% | 4% | -13% | . | ?

No. | APE1 inh | LDHA block | POLB inh | ERG-DNA inh
9 | -2% | -2 | -28% | -13%
10 | 8% | 4 | . | 1%
11 | -10% | 5 | . | .
12 | -13% | -7 | -2% | -16%
13 | 6% | -14 | -1% | -13%
14 | -7% | -2 | 11% | -4%
15 | 4% | -2 | 9% | 8%
16 | 13% | -1 | . | -17%

By substructure, those above containing an aryl thioether with sulfur outside any ring
No. | mol | RGS4 inh | POLK inh | Pol eta inh | Anesthetic bind | ALOX12 inh
1 | O=C(CSc1nnnn1-c1ccc(O)cc1)c1cc2ccccc2o1 | -14% | -5% | -4% | -6% | 32%[activator]
8 | O=[N+]([O-])c1cccnc1Sc1ccc(Cl)cc1 | -24% | 3% | -17% | -3% | -2%
12 | CSc1ccc(CNCc2ccco2)cc1 | -17% | -10% | -21% | -13% | 0%

No. | APE1 inh | LDHA block | POLB inh | ERG-DNA inh
1 | 24% | 0 | -2% | 48%[activator]
8 | -15% | -6 | 36% | -4%
12 | -13% | -7 | -2% | -16%

Going on with the list:
No. | mol | RGS4 inh | POLK inh | Pol eta inh | Anesthetic bind | ALOX12 inh
17 | Cc1ccc(C(=O)NC(C)c2ccncc2)o1 (centres undefined) | -31% | -8% | -5% | -13% | 9%
18 | CCCn1c(NCc2c[nH]c3ccccc23)nc2ccccc21 | -28% | 2% | -23% | ? | ?
19 | Cc1ccc(C2=CSC3=NCCN23)c(C)c1 | -25% | 2% | 1% | -16% | ?
20 | CCC(=O)NC(O)C(=O)c1ccc(C)cc1 (centres undefined) | -13% | 7% | -1% | -7% | 0%
21 | CCC(OC(=O)c1nsc(Cl)c1Cl)C(=O)NCc1ccco1 (centres undefined) | -23%[56.9 µM] | 0% | 13% | -2% | 13%
22 | CCN(CC)S(=O)(=O)c1ccc2c(c1)N(CC(=O)N1CCN(c3ccc(F)cc3)CC1)C(=O)CO2 | 7% | -14%[60.1 µM] | 8% | -15% | -18%
23 | Cc1nonc1OCCNCCNc1ccccc1[N+](=O)[O-] | -4% | 4% | -13% | -13% | -9%
24 | C/C(=N/NC(=O)c1ccc(C)nc1)c1ccc2c(c1)CCCC2 | 32% | -9% | -2% | ? | -6%

No. | APE1 inh | LDHA block | POLB inh | ERG-DNA inh
17 | 7% | -16 | 8% | -8%
18 | -2% | 1&-8 | 1% | -11%
19 | -3% | -1 | -2% | -15%
20 | ? | -3 | 0% | -1%
21 | 15% | 4 | 32% | -4%
22 | -2% | 5 | 1% | -10%
23 | -4% | 0 | 29% | -6%
24 | 2% | -4 | 8% | 3%

Other results
No. | mol | RGS4 inh | POLK inh | Pol eta inh | Anesthetic bind | ALOX12 inh
25 | COc1cccc(NC(=O)CCN2CCN(CCO)CC2)c1 | -36% | 2% | 4% | -16% | ?
26 | O=C(COc1ccccc1F)Nc1ccc2c(c1)OCCO2 | -3% | 2% | -11% | 7% | 4%
27 | CCOC(=O)c1c(NC(=O)COC(=O)c2nc(Cl)ccc2Cl)sc(C(=O)NC)c1C | 6% | 4% | -2% | . | 2%
28 | COc1ccc(OC)c(NC(=O)COC(=O)CCc2ccc(S(=O)(=O)N3CCOCC3)cc2)c1 | -1% | -17% | -12% | . | -2%
29 | Cc1cc(C)nc(NC(=O)COc2cc(Cl)cc(Cl)c2)n1 | 6% | -7% | 11% | -3% | -5%
30 | COc1ccccc1Oc1nnnn1-c1ccc(C(N)=O)cc1 | -24% | -9% | -6% | -18% | 14%
31 | CC(C)CC(=O)Nc1ccc(C(=O)COC(=O)Cc2n[nH]c(=O)c3ccccc23)cc1 | -4% | -12% | -6% | . | 182%[activator]
32 | O=C(COC(=O)C1CC1)Nc1ccc(Cl)cc1Cl | 3% | -8% | -14% | . | 0%

No. | APE1 inh | LDHA block | POLB inh | ERG-DNA inh
25 | . | 0 | 5% | 5%
26 | 33% | 4 | 27% | -8%
27 | 12% | -2 | . | -17%
28 | 12% | -2 | . | 1%
29 | 2% | -2 | 2% | -10%
30 | -3% | 5 | -1% | -15%
31 | -22% | -10 | . | 9%
32 | 34% | -4 | . | -2%

Other records
No. | mol | RGS4 inh | POLK inh | Pol eta inh | Anesthetic bind | ALOX12 inh
33 | O=C(CN1CCN(S(=O)(=O)c2ccc(Cl)cc2)CC1)NC(=O)NC1CCCCC1 | -23% | -2% | -22% | -17% | ?
34 | Cc1ccc(C(=O)NC2CCN(CC(=O)Nc3c(C)cc(C)cc3C)CC2)cc1 | 11% | 3% | -12% | -6% | 4%
35 | O=C(O)c1cc2ncc(CCO)cn2n1 | 11% | -2% | -5% | -2% | -8%
36 | Cc1cc(=O)oc2c(C)c(OCC(=O)NC3CCN(Cc4ccccc4)CC3)ccc12 | 42%[11.4 µM] | -9% | -14% | -9% | 17%
37 | O=C(CCN1CCOCC1)N/N=C/c1cc(Br)cc(Br)c1O | -29% | 0% | -19% | 116%[activator] | -22%
38 | COC(=O)c1ccc(S(=O)(=O)c2ccc([N+](=O)[O-])cc2)cc1 | -7% | -3% | -4% | -12% | 2%
39 | CC(=O)OCC(=O)C12OC(C)(C)OC1CC1C3CC=C4CC(O)CCC4(C)C3CCC12C (centres undefined) | 0% | -5% | -10% | . | 0%
40 | O=C(Nc1ccc(-c2nc3cc(NC(=O)c4ccc(Cl)cc4)ccc3o2)cc1)c1ccc(Cl)cc1 | -10% | -23%[60.1 µM] | -12% | -5% | -32%

No. | APE1 inh | LDHA block | POLB inh | ERG-DNA inh
33 | 12% | 4 | -12% | -3%
34 | 18% | -3 | 2% | 2%
35 | 4% | -12 | 34% | -1%
36 | 48%[activator] | -2 | 0% | 9%
37 | -14% | 13 | 20% | -4%
38 | 13% | -2 | ? | 5%
39 | . | -1 | . | -7%
40 | . | 7 | -3% | -1%

(further entries)
No. | mol | RGS4 inh | POLK inh | Pol eta inh | Anesthetic bind | ALOX12 inh
41 | Cc1cc(C(=O)Nc2cc(S(C)(=O)=O)ccc2Cl)c(C)o1 | -10% | -12% | -16% | . | ?
42 | O=C(COC(=O)c1nc(Cl)ccc1Cl)NCc1ccc(Cl)cc1 | -13% | 0% | -23% | . | 6%
43 | CCn1nnnc1NCc1ccc(OCc2c(F)cccc2Cl)c(OC)c1 | 4% | 5% | -18% | 30% | -13%
44 | CC(=O)Nc1ccc(S(=O)(=O)N2CCN(c3nc4ccccc4n3CC(C)C)CC2)cc1 | -3% | -8% | -25% | -14% | 9%

No. | APE1 inh | LDHA block | POLB inh | ERG-DNA inh
41 | -20% | -2 | . | -10%
42 | 6% | -1 | . | 5%
43 | 3% | -2 | 21% | -12%
44 | -9% | -2 | 1% | -9%
